Screens: PubChem, The Scripps Research Institute Molecular Screening Center
GPR151 activ = activators of human GPR151; Q8TDV0; PathHunter beta-arrestin GPR151 cells, luminescence; activation, % at 11.2 µM; 650,000 compounds, 1% hits; AID 1508602; in the data active means activation above about 4.9%;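 further: 0% = median of compound wells and 100% = cells with positive control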
Target sequence (Q8TDV0 whole entry, looked up): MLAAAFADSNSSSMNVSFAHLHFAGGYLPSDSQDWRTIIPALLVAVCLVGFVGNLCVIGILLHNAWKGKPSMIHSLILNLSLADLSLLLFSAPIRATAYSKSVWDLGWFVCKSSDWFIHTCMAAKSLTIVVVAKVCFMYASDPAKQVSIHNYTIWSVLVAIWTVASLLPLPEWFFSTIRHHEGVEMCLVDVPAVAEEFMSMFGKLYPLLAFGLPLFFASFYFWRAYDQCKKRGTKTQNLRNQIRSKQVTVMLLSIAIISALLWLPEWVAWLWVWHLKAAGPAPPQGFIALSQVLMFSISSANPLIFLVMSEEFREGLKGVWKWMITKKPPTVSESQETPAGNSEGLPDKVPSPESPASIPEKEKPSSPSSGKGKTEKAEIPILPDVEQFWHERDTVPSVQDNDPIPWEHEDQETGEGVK
FBW7 act = human FBW7 E3 ligase activation, primary screen; Q969H0; AlphaScreen FBW7–phospho-cyclin E peptide binding, activator screen; normalized activity (activation), % at 26.1 µM; 650,000 compounds, 0.13% hits; AID 1259310; in the data active means normalized activity above about 1.9%;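 further: purified mutant Fbw7 with reduced substrate affinity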
TEAD-YAP block = TEAD-YAP interaction inhibition | inhibition, % at 9.12 µM | 640,000 compounds, 1.4% hits | HEK-TIYL cells, TEAD-Gal4/YAP UAS-luciferase luminescence | AID 1259422; in the data active means inhibition above about 32%;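 further: 0% = median of test compound wells and 100% = reference inhibitor wells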
MITF inh = inhibitors of human MITF | inhibition, % at 2.6 µM | AlphaScreen MITF homodimerization, bead proximity signal | 650,000 compounds, 0.91% hits | O75030 | AID 1259374; in the data active means inhibition above about 50%;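 further: 0% = vehicle wells with protein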
Target sequence (O75030 whole entry, looked up): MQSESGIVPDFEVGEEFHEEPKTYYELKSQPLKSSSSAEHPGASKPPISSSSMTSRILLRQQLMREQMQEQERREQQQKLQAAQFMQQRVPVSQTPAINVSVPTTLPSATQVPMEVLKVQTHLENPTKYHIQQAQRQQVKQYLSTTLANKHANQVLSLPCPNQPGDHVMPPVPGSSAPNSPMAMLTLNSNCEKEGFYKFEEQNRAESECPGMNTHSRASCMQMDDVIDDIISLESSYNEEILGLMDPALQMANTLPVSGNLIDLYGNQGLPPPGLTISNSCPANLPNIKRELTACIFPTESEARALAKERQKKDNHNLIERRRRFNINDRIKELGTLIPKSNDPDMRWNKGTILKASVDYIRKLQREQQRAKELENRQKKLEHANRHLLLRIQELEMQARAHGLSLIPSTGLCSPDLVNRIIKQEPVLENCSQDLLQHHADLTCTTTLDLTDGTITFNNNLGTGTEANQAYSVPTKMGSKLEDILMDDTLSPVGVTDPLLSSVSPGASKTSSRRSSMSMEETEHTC
Numbers without * were called inactive.

SMILES,GPR151 activ,FBW7 act,TEAD-YAP block,MITF inh
CCOC(=O)c1ccc2nc(NC(=O)C34CC5CC(CC(C5)C3)C4)sc2c1,-0.5,1.0,1,8
O=C(CCCCCN1C(=O)c2cccc3cccc(c23)C1=O)NCc1cccnc1,-0.1,0.0,8,10
CCOc1ccc(NC(=O)C2CC(=O)N(CC)C(=Nc3cccc(Cl)c3)S2)cc1 (centres undefined),1.2,0.0,7,-2
O=C(O)CC1(CC(=O)N2CCCC2)CCCC1,-0.5,-0.1,6,1
Cc1sc2ncnc(SCC(=O)NCC3CCCO3)c2c1-c1ccc(Cl)cc1 (centres undefined),0.7,-0.2,-10,-4
CC1(C)CC(N(Cc2cccs2)C(=O)c2ccco2)CCO1 (centres undefined),9.3*,0.0,-4,15
COc1cc2nc(Cl)nc(N3CCOCC3)c2cc1OC,0.0,0.2,-5,20
CCN(CC)S(=O)(=O)c1cc(NC(=O)CCCOc2ccc(C(C)=O)cc2)ccc1C,1.3,-0.1,31,-5
COc1ccc(Cn2c(C(=O)O)c(CNC3CCCCCC3)c3ccccc32)cc1,0.8,0.0,7,-7
CC(C)(C)C(=O)CSc1nc2cc(C(=O)N3CCc4ccccc4C3)ccc2c(=O)n1C1CCCCC1,-0.8,-0.1,-18,-6
CC(=O)CSc1nc2c(c(=O)[nH]c(=O)n2C)n1Cc1cccc(C)c1,2.2,0.0,1,10
CCN(CC)c1nc(NCc2nc3ccccc3[nH]2)nc(Nc2cnccn2)n1,-0.2,0.0,-11,-3
CC(=O)Nc1ccc(Nc2nc(-c3ccccc3)nc3c2ncn3C(C)C)cc1,0.0,0.1,18,7
CC(=O)CSc1ncnc2nc[nH]c12,-1.1,-0.1,-1,-3
Cc1ccc2nc(C)cc(NCc3ccccc3)c2c1,-0.9,1.0,15,6

Profiles, quoted from the list. Values in the order: GPR151 activ, FBW7 act, TEAD-YAP block, MITF inh
COc1ccc(Cn2c(C(=O)O)c(CNC3CCCCCC3)c3ccccc32)cc1 as listed: 0.8, 0.0, 7, -7
Cc1sc2ncnc(SCC(=O)NCC3CCCO3)c2c1-c1ccc(Cl)cc1 (centres undefined) as listed: 0.7, -0.2, -10, -4

(further entries)
SMILES,GPR151 activ,FBW7 act,TEAD-YAP block,MITF inh
CCOc1ccc2[nH]c(=O)c(C(c3nnnn3CCOC)N3CCc4ccccc43)cc2c1 (centres undefined),-2.1,-0.1,4,-1
O=C(Nc1ccccc1F)c1ccc(Cl)c(F)c1F,-1.4,-0.1,-14,7
COc1ccc(NC(=O)c2ccc(Nc3nc(-c4ccccc4)c4cc(C)ccc4n3)cc2)cc1,-0.3,0.2,-22,11
CCn1cc(C(=O)O)c(=O)c2cnc(N3CCN(C(=S)NC(=O)c4ccccc4Br)CC3)nc21,2.7,0.0,3,-5
CCN(CC)C(=O)C1CCCN(c2nc(NC3CCN(Cc4ccccc4)CC3)c3ncn(Cc4ccc(C(F)(F)F)cc4)c3n2)C1 (centres undefined),0.5,-0.3,5,-6
Cc1c(C(=O)Nc2ccc(Oc3ccc(Cl)cc3)cc2)sc2ncn(CC(=O)Nc3cccc(C(F)(F)F)c3)c(=O)c12,0.7,-0.5,8,18
Cc1cccn2cc(-c3ccc(NC(=O)C(C)C)cc3)nc12,-2.3,0.2,-20,14
CCN(CC)C(=O)c1ccc2c(c1)N(CC)C(=O)c1ccccc1S2(=O)=O,1.6,0.3,-3,7
COc1cccc(C=Nc2ccc3[nH]ncc3c2)c1O,0.3,6.3*,11,3
O=c1nc(SCc2c(F)cccc2Cl)c2c(n1CCO)CCC2,-0.5,-0.2,-10,-5
Cc1ccc2occ(CN3CCc4c(nc(N5CCCCC5C)[nH]c4=O)C3)c(=O)c2c1 (centres undefined),0.4,0.2,5,8
NS(=O)(=O)c1ccc(CCNC(=O)CCCn2c(SCC(=O)c3ccc(Cl)cc3)nc3ccsc3c2=O)cc1,-0.9,-0.1,9,12
CCCNc1nc(NCc2cccnc2)nc2c1ncn2Cc1ccc(C(F)(F)F)cc1,-0.7,0.3,1,-2
CCOC(=O)c1ccc(Nc2c([N+](=O)[O-])ccc3nonc23)cc1,0.3,0.5,-3,10
COc1cc(C2CC(=O)CC(c3cc(OC)c(OC)c(OC)c3)N2C(C)=O)cc(OC)c1OC (centres undefined),0.5,-0.1,-6,-12
CN1C(=O)NC(=O)/C(=C/c2cc(Cl)ccc2O)C1=O,-0.9,-0.5,7,2
OC1CCN(Cc2ccc3c(c2)CN(C2CCSC2)CCO3)CC1 (centres undefined),-1.4,-0.1,8,-9
O=C(CCCn1c(=S)[nH]c2ccccc2c1=O)NCCSCc1ccccc1,0.4,-0.1,-2,3
O=C(c1ccccc1F)N1CCN(CC2CC3C=CC2C3)CC1 (centres undefined),0.0,-0.1,5,39
CCCSc1nnc2c(n1)OC(c1ccc(OCC(=O)OCC)c(OCC)c1)N(C(C)=O)c1ccccc1-2 (centres undefined),0.4,0.0,-5,3
CCOC(=O)c1c(-c2ccc(C)cc2)csc1NC(=O)CSc1ncnc2sc3c(c12)CCC3,-1.1,0.1,5,2
CCC(c1nnnn1Cc1ccc2c(c1)OCO2)N1CCN(C)CC1 (centres undefined),-1.5,0.3,1,9
O=C1NC(c2ccccc2O)Nc2sc3c(c21)CCN(Cc1ccccc1)C3 (centres undefined),0.6,0.4,-5,16
COC(=O)c1ccc(-n2c(C)cc(/C=C(\C#N)C(=O)NCc3ccco3)c2C)cc1,0.7,-0.3,-1,-7
Cc1ccc(NC(=O)Cn2cc(S(=O)(=O)c3ccc(C)cc3)c(=O)c3ccccc32)cc1,1.1,0.0,9,-3
CCOC(=O)c1sc2nc(CN3CCC(C)CC3)[nH]c(=O)c2c1C,2.5,-0.3,7,0
CCCN(C(=O)NCc1noc2ccccc12)c1ccc(F)cc1,-0.8,-0.3,0,-6
CCCCN(CC)c1ncnc2sc(C)cc12,0.6,-0.1,-1,4
COc1ccc(NC(=O)CSc2nc3c(cc2C#N)CCCCC3)cc1,1.1,-0.2,2,-6
Cn1c(=O)c2ncn(CC(=O)Nc3ccccc3C(=O)O)c2n(C)c1=O,-0.4,-0.3,-3,-1

Reprinted at random: three records from the list
SMILES,GPR151 activ,FBW7 act,TEAD-YAP block,MITF inh
Cc1ccc(NC(=O)Cn2cc(S(=O)(=O)c3ccc(C)cc3)c(=O)c3ccccc32)cc1,1.1,0.0,9,-3
CN1C(=O)NC(=O)/C(=C/c2cc(Cl)ccc2O)C1=O,-0.9,-0.5,7,2
CCC(c1nnnn1Cc1ccc2c(c1)OCO2)N1CCN(C)CC1 (centres undefined),-1.5,0.3,1,9

The results go on.
SMILES,GPR151 activ,FBW7 act,TEAD-YAP block,MITF inh
CCC(C)NC(=O)CSc1nc2c(C)cccc2cc1C#N (centres undefined),0.0,0.0,6,2
Cn1c(=O)[nH]c(=O)c2c1nc(NC1CCCCC1)n2CC(O)COc1ccccc1 (centres undefined),-0.4,-0.2,-3,6
CC(C)CC(=O)NS(=O)(=O)c1ccc(NC(=O)c2ccccc2Cl)cc1,5.1*,-0.1,-9,2
O=C(COc1ccccc1)NCCc1csc2nc(-c3ccc(F)cc3)nn12,-0.3,0.4,8,16
O=C(C[n+]1ccc(C(=O)NCCO)cc1)c1ccc(Cl)cc1,1.3,-0.1,0,-9
C=CCn1c(C)cn2c3c(=O)n(CCc4ccccc4)c(=O)n(C)c3nc12,0.7,-0.3,-27,1
O=C(NC1CCCC1)c1ccc(S(=O)(=O)NCc2cccnc2)cc1,-0.6,-0.1,8,-4
CC(C)N(C(=O)C[n+]1cccc(/C=N/O)c1)C(C)C,0.7,0.3,-5,6
C/C(=N\NS(=O)(=O)c1ccc(C)c([N+](=O)[O-])c1)c1ccc(Br)cc1,1.1,0.0,9,8
O=C(O)c1ccccc1N1C(=O)c2cc3ccccc3c(-c3ccccc3)c2C1=O,-0.8,-0.1,3,5
O=C(Nc1cccc(O)c1)C1CC(c2ccc(F)cc2)=NO1 (centres undefined),0.6,0.0,1,0
O=C(COC(=O)/C=C/c1ccc(Br)o1)NC1CCCc2ccccc21 (centres undefined),-1.2,-0.1,5,3
CCC(C)N(C(=O)CSc1nc2cc(Cl)ccc2s1)C1CCS(=O)(=O)C1 (centres undefined),0.6,0.2,8,6
O=c1ccc(-c2nc3ccccc3[nH]2)n[nH]1,-3.3,-0.1,5,4
COc1ccc(NC(=O)CSc2nc3ccc(NC(=O)c4cccc5ccccc45)cc3s2)cc1,1.0,-0.2,8,-1
CC(C)CNS(=O)(=O)c1ccc(CCC(=O)NCC2CCCO2)cc1 (centres undefined),2.7,0.1,-7,8
COc1cc(OC)cc(-c2nc3n(n2)C(c2cccc(C)c2)C2=C(CCCC2=O)N3)c1 (centres undefined),4.5,0.1,3,-1
O=C(c1ccc(Cl)cc1)N1CCN(c2nc3ccccc3s2)CC1,0.5,0.1,-3,13
CCSc1nnc(NC(=O)C2CC(=O)N(Cc3ccccc3)C2)s1 (centres undefined),-0.9,0.8,5,-2
CCCOc1ccc(C2NC(=O)NC(C)=C2C(=O)OC2CCCC(C)C2)cc1 (centres undefined),-0.5,0.0,-10,-14
CCC(C(=O)Nc1ccc(Br)cn1)c1ccccc1 (centres undefined),0.3,0.1,-1,-6
CCOC(=O)N1CCN(Cc2nnc(-c3cccc(Br)c3)o2)CC1,1.2,0.2,3,5
Cc1c(N=Cc2c(O)[nH]c(=O)[nH]c2=O)c(=O)n(-c2ccccc2)n1C,-1.1,0.1,2,-18
CCOc1cccc2sc(N(CCN(C)C)C(=O)c3cc(Cl)ccc3[N+](=O)[O-])nc12,7.1*,-0.1,5,16
CC(C)CNC(=O)CN1C(=O)C(=O)N(C2CCCC2)C1=O,-2.6,0.2,-1,3
Nc1cccc(-c2nc3ccc(C(=O)NCCCN4CCCC4=O)cc3s2)c1,-3.9,0.2,-20,20
CCOC(=O)C1=C(CNC2CCCCC2)NC(=O)NC1c1cc(C)ccc1C (centres undefined),0.4,-0.2,3,-1
CCCCN1C(=O)c2cccc3c(NC(=O)c4ccc(C#N)cc4)ccc1c23,-1.8,0.2,48*,13
O=C(CN1CCCCCCC1)N/N=C/c1cccs1,0.7,-0.1,-1,27
Cc1cc(N2CCCC2)nc(N2C3CCC2CC(O)(c2ccc(F)cc2)C3)n1 (centres undefined),0.0,0.2,11,-14

Some entries already given with just FBW7 act, GPR151 activ and TEAD-YAP block:
| Structure | FBW7 act | GPR151 activ | TEAD-YAP block |
| --- | --- | --- | --- |
| CCOC(=O)C1=C(CNC2CCCCC2)NC(=O)NC1c1cc(C)ccc1C (centres undefined) | -0.2 | 0.4 | 3 |
| CCCCN1C(=O)c2cccc3c(NC(=O)c4ccc(C#N)cc4)ccc1c23 | 0.2 | -1.8 | 48* |

More entries follow.
SMILES,GPR151 activ,FBW7 act,TEAD-YAP block,MITF inh
Cn1c(=O)cc(N2CCOCC2)n(Cc2cccc(C(F)(F)F)c2)c1=O,0.6,0.1,3,-15
CCN(CC)S(=O)(=O)c1ccc(-c2nc(C#N)c(N3CCN(c4ccccc4)CC3)o2)cc1,-0.1,0.1,6,-1
COc1cc2c(cc1OC)C(c1ccc([N+](=O)[O-])cc1)N(C(C)=O)CC2 (centres undefined),-0.8,0.0,5,-22
COCCCNc1nc2c(c(=O)[nH]c(=O)n2C)n1CC(O)COc1ccccc1C (centres undefined),-0.4,-0.1,7,6
O=C1CCCN1CCCNc1ccnc(Cl)n1,-2.2,-0.1,-6,2
O=C(CCCn1cnc([N+](=O)[O-])n1)Nc1cc(Cl)ccc1Cl,1.0,0.0,4,-4
COc1ccc2c(c1)sc(=NC(=O)c1ccc3c(c1)OCCO3)n2C,0.0,0.0,-31,7
Cc1ccc(NC(=O)CN2C(=O)N/C(=C\c3ccc(N4CCCCC4)cc3)C2=O)cc1,-0.1,0.1,-10,-4
O=C(c1ccc(-n2c(=S)[nH]c3ccccc3c2=O)cc1)N1CCC(O)(c2cccc(C(F)(F)F)c2)CC1,1.0,-0.1,6,-6
O=[N+]([O-])c1cnc(/N=c2\ccc(Cl)cn2O)c([N+](=O)[O-])c1,-0.4,0.0,6,3
Cc1ccc(O)c(NC(=O)c2cc3ncc(Br)cn3n2)c1,-1.0,0.7,-10,13
CCNc1nc(C#N)nc(N2CCOCC2)n1,-1.1,-0.2,-4,9
